# High-throughput results from PubChem BioAssay.
# Glyco luc inh: N-linked glycosylation inhibition; D54 ERlucT glycosylation luciferase reporter, 24 h; percent of 100 nM tunicamycin response; reporter increase, % at 12.5 µM; 360,000 tested, 0.23% active; AID 588692;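 active means mean luciferase reporter signal, scaled so untreated is 0 and the glycosylation-blocking control 100, at or above a set limit in every replicate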;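 further: luciferase carries N-glycosylation sites so blocking glycosylation raises the light; 0% = median of neutral control wells and 100% = median of 100 nM tunicamycin wells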
# TLR9-MyD88 block: blocks human TLR9 binding to MyD88 | 340,000 tested, 0.21% active | CHO BLA complementation TLR9-MyD88, CCF4 FRET ratio | AID 504734 | inhibition, % at 4.98 µM | Q9NR96+Q99836;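 active means inhibition above the mean over all tested compounds plus 3 SD, cut at about 21% in these data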;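 further: 0% = DMSO only wells and 100% = clavulanate BLA inhibitor control wells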
# Vif imaging: blocks HIV Vif function. inhibition, % at 7.49 µM. HEK293T cells, Vif self-association by quenched fluorescence, imaging, 24 h. AID 602346. 340,000 tested, 0.35% active; in the data active means inhibition above about 50%, passing the limit was not always enough; further: some results filed as inactive read as strong as hits
# MC4R ag barr: agonists of human melanocortin 4 receptor (MC4R) beta-arrestin. activation, % at 8.9 µM. AID 540308. P32245. U2OS MC4R beta-arrestin complementation, luminescence; percent of melanotan II response, DMSO zero. 360,000 tested, 0.98% active;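 active means activation above a per-plate cutoff, the mean activation of sample wells on that plate plus 3 SD, cut at about 8% in these data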
# Target sequence (P32245 whole entry, looked up): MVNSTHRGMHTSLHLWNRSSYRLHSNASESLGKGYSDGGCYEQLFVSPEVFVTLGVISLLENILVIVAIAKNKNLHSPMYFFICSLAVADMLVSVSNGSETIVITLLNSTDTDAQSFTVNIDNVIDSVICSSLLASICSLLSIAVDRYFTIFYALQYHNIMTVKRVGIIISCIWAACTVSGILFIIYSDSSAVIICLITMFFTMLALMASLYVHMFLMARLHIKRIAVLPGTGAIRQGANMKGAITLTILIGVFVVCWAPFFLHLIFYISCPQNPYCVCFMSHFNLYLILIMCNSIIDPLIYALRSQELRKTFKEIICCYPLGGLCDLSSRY
# ABHD5-PLIN5 inh: blocks binding of human ABHD5 to perilipin-5; Split G. princeps luciferase complementation, luminescence, 4 h; inhibition, % at 4 µM; 360,000 tested, 0.78% active; AID 602281;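 active means inhibition above the mean inhibition across every tested compound plus 3 SD, cut at about 22% in these data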;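 further: 0% = DMSO only wells and the 100% control is not disclosed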
# MC4R antag cAMP: blocks human MC4R cAMP signaling; inhibition, % at 6.5 µM; 360,000 tested, 0.48% active; P32245; MC4R-expressing cells, MTII-stimulated cAMP, LANCE TR-FRET;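 active means inhibition above its plate's cutoff, the mean of tested wells on that plate plus 3 SD, cut at about 29% in these data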;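 further: 0% = Melanotan II alone and 100% = Melanotan II plus saturating MCL0020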
#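 Assay system: human MC4R-expressing U2OS cells; reagent: Melanotan II stimulation of cells; dosing: 6.5 µM single dose; timing: compound 30 min, challenge 1 h, detection 1 h; signal: TR-FRET cAMP assay; replicates: one well per compound, no replicates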
# Exocytosis inh: blocks lytic granule exocytosis. TALL-104 LAMP-1 surface exposure, flow cytometry; cells stimulated with thapsigargin and PMA. inhibition, % at 10 µM. 360,000 tested, 0.66% active. AID 651702;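 active means inhibition above about 55%, limit read from the data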
# NOD2-RIPK2 inh: inhibitors of human NOD2-RIPK2 interaction. O43353. CHO BLA complementation NOD2-RIPK2, CCF4 ratio. inhibition, % at 4.98 µM. 360,000 tested, 0.38% active. AID 624267; in the data active means inhibition above about 21%;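 further: 0% = vehicle only and 100% = reference blocker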
# Target sequence (O43353 whole entry, looked up): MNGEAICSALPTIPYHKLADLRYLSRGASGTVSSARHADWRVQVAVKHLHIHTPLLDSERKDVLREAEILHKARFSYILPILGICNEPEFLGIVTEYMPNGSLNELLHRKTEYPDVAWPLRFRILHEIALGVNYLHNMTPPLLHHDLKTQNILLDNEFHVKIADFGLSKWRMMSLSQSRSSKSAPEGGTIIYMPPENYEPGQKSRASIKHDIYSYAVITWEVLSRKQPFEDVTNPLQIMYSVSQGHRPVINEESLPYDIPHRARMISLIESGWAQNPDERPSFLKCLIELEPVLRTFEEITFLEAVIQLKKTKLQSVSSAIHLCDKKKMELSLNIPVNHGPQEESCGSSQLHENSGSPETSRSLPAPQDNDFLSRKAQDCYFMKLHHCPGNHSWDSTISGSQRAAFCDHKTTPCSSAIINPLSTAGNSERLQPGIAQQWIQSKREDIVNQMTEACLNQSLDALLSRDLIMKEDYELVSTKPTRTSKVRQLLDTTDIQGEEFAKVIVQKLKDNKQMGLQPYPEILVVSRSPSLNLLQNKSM
# ABCB6 inh MLPCN: human ABCB6 transporter inhibition; fluorescence ratio to DMSO, % at 10 µM; Q9NP58; K562-ABCB6 porphyrin accumulation, flow cytometry, 1 h; active compounds read low; AID 602162; 360,000 tested, 0.19% active;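 active means fluorescence ratio to DMSO below 75%, the collection mean minus 3 SD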;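 further: signal is porphyrin accumulated inside mitochondria; 100% equals median channel fluorescence of DMSO control wells; lower ratio means ABCB6 inhibition with less porphyrin fluorescence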
# aDG glyco up: increases alpha dystroglycan glycosylation. AID 624168. 360,000 tested, 0.22% active. Pro5-aDG cells, alpha-DG glycosylation AlphaScreen (IIH6); 0% Pro5, 100% B10-LARGE cell signal. activation, % at 10 µM;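 active means activation of at least 8% versus controls, or a plate z-score of at least 8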;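 further: Pro5 are CHO cells carrying HIG-tagged alpha-DG that lacks glycosylation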
# Starred values were filed as active, the others as inactive; · = not tested or not shown. Some of the compounds tested. The share of hits here may be higher or lower than overall.
no.	Structure	Glyco luc inh	TLR9-MyD88 block	Vif imaging	MC4R ag barr	ABHD5-PLIN5 inh	MC4R antag cAMP	Exocytosis inh	NOD2-RIPK2 inh	ABCB6 inh MLPCN	aDG glyco up
1	N#CC1=C(S)N(c2ccccc2)C(c2ccc(-c3cc(Cl)ccc3Cl)o2)NC1=O (configuration not stated)	-1	-1	0	-2.0	-5	-3	6	-5	110	-0.2
2	Cc1cc2nc(CSc3ccc(Cl)cc3)cc(=O)n2[nH]1	1	10	0	0.7	2	29*	2	-10	102	0.0
3	CCOc1ccc(C(=O)CCC(=O)Nc2ccccc2C)cc1	2	-7	0	-0.2	2	15	3	7	97	-0.1
4	COc1ccc(N2CCN(C(=O)c3cn(C)c(=O)c4c3c3ccccc3n4C)CC2)cc1	6	-11	·	-0.7	8	4	2	-13	95	-0.1
5	Cc1ccc(S(=O)(=O)N2[C@H](CC(=O)c3cccs3)OC[C@@H]2C(C)C)cc1	·	·	·	·	-3	·	-3	-2	·	-0.2
6	O=C(Cc1cccc2ccccc12)N/N=C/c1ccc(F)cc1	-1	-6	-9	15*	-2	1	-2	1	98	1.0
7	CNS(=O)(=O)c1ccc(NC(=O)c2ccoc2C)cc1	2	-10	2	-1.8	2	17	6	5	100	0.1
8	CSc1ccc(CN(C)C(=O)C(c2ccccc2)c2ccccc2)cc1	-5	-6	-5	-0.6	1	-5	21	-2	95	0.3
9	CC[N+]1(CC(O)COC2CC(C)CC(C)(C)C2)CCOCC1 (configuration not stated)	0	3	9	-2.0	-5	4	4	-5	100	0.2
10	CN1CCc2c(sc3nc(SCC(N)=O)n(-c4ccccc4)c(=O)c23)C1	1	-6	1	0.5	-6	0	1	-10	106	0.1
11	N#Cc1c(-c2ccccc2)nc2n(-c3ccccc3)nc(C(=O)Nc3ccccc3)n2c1=O	0	-11	6	-2.0	0	1	9	-8	104	0.6
12	Cc1ccc(N2C(=O)CC(c3c[nH]c4ccccc34)C2=O)cc1 (configuration not stated)	0	4	2	-1.0	0	3	-2	5	94	-0.1
13	CC[C@H](C)[C@H]1CNC(=S)N1CC1CCN(CCCC2CCCC2)CC1	2	3	·	-1.7	-1	18	1	-3	94	0.3
14	Cc1c(NS(=O)(=O)c2ccccc2)cc(Cl)c(O)c1C	-1	2	4	-1.2	4	-4	-2	1	101	0.2
15	CCOc1ccc(CNC(=O)C2CCN(C(=O)N3CC(C)Oc4ccccc43)CC2)cc1 (configuration not stated)	1	2	-6	1.3	-6	16	0	3	93	0.1
16	Cc1cc(C)c(C#N)c(SCc2ccccc2[N+](=O)[O-])n1	-3	-1	-4	-1.4	-6	-3	2	1	100	0.0
17	COCCN(C(=O)COC(=O)CCOc1cc(C)ccc1C)c1c(N)n(Cc2ccccc2)c(=O)[nH]c1=O	1	-11	-5	-0.2	4	4	0	-10	96	-0.1
18	Cc1ccc(CN2CCN(Cc3cc(=O)c4ccccc4[nH]3)CC2CCO)o1 (configuration not stated)	3	-3	3	-2.4	6	-10	-2	-2	94	-0.2
19	CCOC(=O)NC(=O)CSc1ccc2ccccc2n1	-1	14	7	-1.2	-1	7	2	-5	94	-0.3
20	Cc1ccc(OCC(=O)NNC(=O)c2cccnc2)cc1	1	-8	0	-0.9	0	-1	-2	-1	99	0.1
21	COc1ccc(CCC(=O)OC(C)C(=O)c2ccc(C)cc2)cc1 (configuration not stated)	2	-2	-2	-0.8	3	-5	1	-1	91	0.0
22	CC1=C(C(=O)OCC2CCCO2)C(c2ccc(O)cc2)NC(=O)N1 (configuration not stated)	-1	-7	7	-0.8	0	2	0	2	104	-0.3
23	O=C(CN1C(=O)COc2ccccc21)N(Cc1cccnc1)Cc1cccc(F)c1	0	8	·	-0.2	-6	-2	0	-3	90	0.2
24	O=C(NCC1CCCO1)c1cccc(N2CCCC2=O)c1 (configuration not stated)	2	-5	25	-1.7	1	-2	-1	-4	92	-0.3
25	O=[N+]([O-])c1cccc(/C=N/NC2=NCCCCC2)c1	2	1	20	5.0	3	1	23	2	96	0.7

no.	Structure	Glyco luc inh	TLR9-MyD88 block	Vif imaging	MC4R ag barr	ABHD5-PLIN5 inh	MC4R antag cAMP	Exocytosis inh	NOD2-RIPK2 inh	ABCB6 inh MLPCN	aDG glyco up
26	O=C(NCC(=O)N1CCCCCC1)c1ccc(OC(F)F)cc1	3	-6	6	-3.5	-1	1	-6	-11	98	-0.1
27	COc1ccc(-c2cc(=O)oc3c(C)c(OCC(=O)N(C)C)ccc23)cc1	-3	-13	2	-1.3	2	2	2	3	155	0.1
28	CC1(C)NC(=O)N(CC(=O)OCC(=O)Nc2sccc2C#N)C1=O	1	10	1	-3.9	2	3	0	-6	99	0.0
29	C=CCN(c1ccc(Cl)cc1)S(=O)(=O)c1cccc(C(=O)O)c1	0	4	-5	5.0	9	-1	20	-17	96	0.7
30	CCC(=O)N1CCN(c2ccc(NC(=S)NC(=O)COc3ccccc3)cc2)CC1	2	4	-10	-0.8	-6	12	3	2	104	0.1
31	CS(=O)(=O)N(CC(=O)N1CCN(c2ccccc2)CC1)Cc1ccc(Cl)cc1	-1	-8	-9	1.7	-1	-2	-2	17	95	-0.2
32	O=S(=O)(CCc1ccccc1)CS(=O)(=O)CCc1ccccc1	1	-4	20	0.9	-6	-3	10	-7	104	0.0
33	CCCNC(=O)C1(C)CCCN(CCC(=O)c2ccccc2)C1 (configuration not stated)	-2	·	10	-1.4	-7	9	34	4	100	1.3
34	Cc1cc(NC(=O)c2cc(-c3cccnc3)nc3c(C)c(C)ccc23)no1	0	-4	-9	-1.8	-2	1	0	-1	99	-0.2
35	CCn1c2ccccc2c2nnc(SCC(N)=O)nc21	1	-5	-2	-0.5	-3	-6	1	-7	99	-0.3
36	COc1cc(C=NNc2ccccc2)ccc1OC(=O)c1ccccc1	5	0	10	1.6	-2	-1	2	5	101	-0.1
37	O=C(NCCN1CCCC1)c1ccc2c(c1)N(Cc1cccc(Cl)c1)C(=O)c1ccccc1S2(=O)=O	-5	-2	-6	-2.3	-3	12	-5	3	101	0.4
38	Nc1cc(-c2ccc(Cl)cc2)nn1S(=O)(=O)c1ccc(Cl)cc1	-1	0	-8	2.4	-7	4	11	-14	99	-0.1
39	Cc1ccc(C(=O)NC(Cc2ccccc2C(F)(F)F)C(=O)O)cc1 (configuration not stated)	0	-4	10	0.2	4	-2	-14	-11	101	-0.1
40	COc1cc(COc2ccc3c(C)c(Cc4ccccc4)c(=O)oc3c2)cc(OC)c1OC	3	1	8	-0.8	3	3	-3	6	95	1.2
41	Cn1c(SCC(=O)NCCN2C(=O)CSC2=O)nnc1-c1ccccc1	1	4	6	-2.2	-3	2	2	3	103	0.1
42	COc1ccc(-c2ccc(SCC(=O)Nc3nnc(C)s3)nn2)cc1	0	7	4	1.2	-2	17	-1	-9	102	0.2
43	CCOC(=O)C1(Cc2ccccc2)CCN(Cc2csc(C(C)=O)c2)CC1	-4	1	119*	0.1	0	-5	-3	8	102	0.1
44	Nc1ccc(N2CCCCC2)cc1N1CCCCC1	-6	5	-2	-1.6	-8	-3	2	-5	122	0.2
45	Cc1ccnc(NC(=O)CCC(=O)N(CC(=O)NCc2ccc(F)cc2)Cc2ccco2)c1	6	6	-3	-1.6	1	8	2	-11	96	-0.1
46	C/C(=N\NC(=O)CNC(=O)c1ccncc1)c1ccc(C)cc1	2	0	-4	-0.5	0	-2	-1	-4	98	0.0
47	Cc1ccc2c(CC(=O)NCc3ccc4c(c3)OCO4)coc2c1	2	-1	·	-2.0	-3	3	-2	-2	97	0.2
48	C=CC[C@@H](CC(=O)N(CCO)Cc1ccccc1)C(=O)N[C@@H](C)COC(=O)[C@@H](CC=C)CC(=O)OC(C)(C)C	-3	-2	-6	0.1	-7	7	64*	-5	99	0.1
49	Cc1ccccc1NC(=S)N1CCN(c2ccccc2Cl)CC1	-1	0	6	-0.1	6	1	-1	5	95	0.1
50	CC(=O)CCC(=O)N1CCC(n2nccc2NC(=O)c2ccccc2C)CC1	2	-9	3	2.5	19	2	3	-11	101	-0.4

no.	Structure	Glyco luc inh	TLR9-MyD88 block	Vif imaging	MC4R ag barr	ABHD5-PLIN5 inh	MC4R antag cAMP	Exocytosis inh	NOD2-RIPK2 inh	ABCB6 inh MLPCN	aDG glyco up
51	Cn1c(CCN2CCCCC2)nc2cc(NS(=O)(=O)c3ccc(Cl)cc3)ccc21	-7	13	19	-2.3	6	2	-3	4	99	0.0
52	CC(=O)Nc1ccc(N2CCOCC2)c(S(=O)(=O)Nc2ccccc2Cl)c1	0	4	4	-0.8	-5	4	-3	1	95	0.1
53	CN(C(=O)c1cc2n(n1)C(C(F)(F)F)CC(c1ccco1)N2)c1ccc(OC(F)(F)F)cc1 (configuration not stated)	-4	-2	-7	0.1	1	-9	-3	-3	84	0.2
54	CC1O[C@@H](O[C@H](C)CC[C@@H](C)O[C@H]2OC(C)[C@@H](O)C[C@H]2O)C(O)C[C@H]1O (some centres not stated)	2	9	-6	-1.5	-2	7	3	-4	100	-0.1
55	CCC(=O)N1c2ccc(S(=O)(=O)N(CCO)Cc3ccccc3)cc2CC1C (configuration not stated)	-2	1	3	-0.1	3	5	-1	-8	102	0.0
56	CC(C)CC(CO)N1CCN(C(=O)c2cccc(C(F)(F)F)c2)CCC1=O (configuration not stated)	2	-4	1	-0.5	-2	-1	0	-4	100	0.0
57	Cc1cc(Nc2ccccc2C(=O)O)n2ncnc2n1	1	3	-5	1.6	2	8	4	-11	105	0.1
58	Cc1c(NC(=O)Cc2ccccc2)cccc1C(=O)NN1C(=O)c2ccccc2C1=O	2	8	7	0.1	4	1	6	-2	100	-0.2
59	CCOc1ccccc1OCC(=O)Nc1cc(S(=O)(=O)N2CCCCC2)ccc1N1CCN(CC)CC1	-4	1	-6	-2.1	11	17	13	0	99	0.0
60	CN(C)c1ccc(S(=O)(=O)NCC(=O)OCC(=O)c2ccc[nH]2)cc1[N+](=O)[O-]	4	4	27	-1.3	1	18	0	-1	100	0.1
61	CCCCNC(=O)CSc1nc2ccccc2n1S(=O)(=O)c1ccc(Cl)cc1	0	-7	-2	1.4	1	16	2	-6	99	-0.1
62	C/C(=N\NS(=O)(=O)c1ccccc1)c1cc(Cl)cc(Cl)c1O	6	-3	-12	-2.6	-3	-3	2	4	98	0.0
63	Clc1ccc(Nc2ccc(NCc3ccccc3)nn2)cc1	0	12	2	-1.4	-7	7	0	2	85	0.7
64	CC(=O)c1cc(NC(=O)c2ccc(Cl)cc2)c(=O)oc1/C=C/N(C)C	-3	8	3	0.8	9	6	3	7	103	-0.1
65	CCOc1ccc(N2CC(C(=O)NCc3ccco3)CC2=O)cc1 (configuration not stated)	2	-9	-2	-1.7	9	-2	-5	2	95	0.0
66	COc1ccccc1CN(Cc1nc2ccccc2c(=O)[nH]1)C(=O)Nc1ccc(C)cc1	-3	1	-1	1.8	7	9	-1	-16	95	0.0
67	Cc1cc(Br)cn2cc(C(=O)O)nc12	4	3	3	0.1	5	18	2	0	96	-0.3
68	O=[N+]([O-])c1ccccc1S(=O)(=O)Nc1ncccn1	3	2	-1	0.4	3	-3	16	-4	103	0.2
